Screens: PubChem, Sanford-Burnham Center for Chemical Genomics
PfGluPho inh: PfG6PD (Plasmodium falciparum) enzyme inhibition. PfGluPho enzyme, NADPH resazurin-diaphorase fluorescence. AID 504690. hit rate 0.78% among 350,000. inhibition, % at 20 µM;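 active = inhibition reaching at least a set limit at 20 µM in the primary screen, cut at about 59% in these data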;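 note: 0% = DMSO wells with substrate and 100% = DMSO wells lacking glucose-6-phosphate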
SENP8 inh: SENP8 (human) protease inhibition. Q96LD8. recombinant SENP8, Nedd8 substrate fluorescence. inhibition, % at 20 µM. hit rate 0.64% among 360,000. AID 602440; in the data active = inhibition mostly above about 40%, no sharp cut-off; inactive = mostly below about 27%
MPTP inh: inhibitors of mitochondrial permeability transition pore; isolated mouse mitochondria, Ca2+ swelling absorbance, 30 min; inhibition, % at 10 µM; hit rate 1.4% among 360,000;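 active = inhibition of 50% or more, scaled per plate between neutral and stimulator controls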;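 note: 0% = DMSO wells given calcium and 100% = 1 mM EGTA wells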
hIAP activ: human IAP activation; P09923; hit rate 0.16% among 330,000; purified human IAP, CDP-Star luminescence, 30 min; stronger effect = higher value; 1 = vehicle-only enzyme, 0 = enzyme-free background; activation factor at 10 µM;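 active = activation factor of the enzyme at least 2-fold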; note: the source names both 10 and 20 µM as test concentration; values of inactives mirror those of a sister screen read the other way
Target sequence (P09923 whole entry, looked up): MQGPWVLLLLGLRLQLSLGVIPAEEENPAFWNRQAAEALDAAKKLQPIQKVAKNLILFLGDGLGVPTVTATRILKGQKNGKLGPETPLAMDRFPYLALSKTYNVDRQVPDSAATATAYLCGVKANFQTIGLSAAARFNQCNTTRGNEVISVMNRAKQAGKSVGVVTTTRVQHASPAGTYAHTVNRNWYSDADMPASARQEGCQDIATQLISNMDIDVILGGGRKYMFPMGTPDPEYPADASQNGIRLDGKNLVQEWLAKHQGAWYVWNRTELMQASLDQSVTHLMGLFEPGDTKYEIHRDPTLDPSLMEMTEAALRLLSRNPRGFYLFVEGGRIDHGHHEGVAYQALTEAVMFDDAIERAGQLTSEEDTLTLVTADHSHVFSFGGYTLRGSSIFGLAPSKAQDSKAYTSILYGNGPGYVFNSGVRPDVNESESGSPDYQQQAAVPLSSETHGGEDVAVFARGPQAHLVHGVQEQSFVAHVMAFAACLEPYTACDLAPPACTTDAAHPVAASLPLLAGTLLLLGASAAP
GRIN3A LBD mod: modulates the human NR3A ligand-binding domain; NR3A LBD differential scanning fluorimetry, Tm shift; 0% = protein alone, 100% = glycine-bound protein; Tm shift relative to glycine control, % at 25 µM; hit rate 2.5% among 340,000; AID 1259313;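 active = melting temperature shift of at least 10% of the positive control shift, at one fixed dose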
SENP1 inh: blocks the human SENP1 SUMO protease catalytic domain. Q9P0U3. inhibition, % at 10 µM. AID 624204. hit rate 0.21% among 360,000. recombinant SENP1 catalytic domain, CyPet-SUMO1-YPet FRET cleavage;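 active = inhibition at least 30% at 10 µM, raw YFP signal under a set limit, fluorescence ratio 0.5 to 1.5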;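 note: 0% = enzyme with DMSO and 100% = no enzyme wells; some results filed as inactive read as strong as hits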
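Test system: human SENP1 catalytic domain; medium: Tris pH 8 buffer plus EDTA, NaCl, BME, BSA, NP40, catalase; incubation: 50 min reaction at room temperature; technique: FRET, CFP and YFP emission; controls: no-enzyme low control and enzyme-plus-DMSO high control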
ATG4B inh: ATG4B (human) cysteine protease inhibition | Q9Y4P1 | ATG4B cleavage of LC3-PLA2, NBD-HPC fluorescence, 1 h | inhibition, % at 8.33 µM | hit rate 0.51% among 340,000; in the data active = inhibition above about 40%
Target sequence (Q9Y4P1 whole entry, looked up): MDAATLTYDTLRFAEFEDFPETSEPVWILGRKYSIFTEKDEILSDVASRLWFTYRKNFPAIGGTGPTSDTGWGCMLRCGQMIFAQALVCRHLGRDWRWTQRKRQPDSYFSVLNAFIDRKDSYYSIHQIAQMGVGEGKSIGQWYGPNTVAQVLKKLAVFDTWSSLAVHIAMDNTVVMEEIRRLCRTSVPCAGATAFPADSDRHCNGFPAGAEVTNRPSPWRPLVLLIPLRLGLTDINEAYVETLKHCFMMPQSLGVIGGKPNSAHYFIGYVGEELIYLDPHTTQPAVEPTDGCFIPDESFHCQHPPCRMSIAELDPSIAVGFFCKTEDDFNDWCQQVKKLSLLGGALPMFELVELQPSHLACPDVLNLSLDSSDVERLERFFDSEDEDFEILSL
SENP6 inh: SENP6 protease inhibition; inhibition, % at 10 µM; hit rate 1.8% among 330,000; Recombinant SENP6 catalytic domain, aminoluciferin luminescence; AID 2599;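 active = inhibition above about 50% at the single tested dose, limit read from the data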;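 note: plate controls were DMSO wells with enzyme for no effect and DMSO wells lacking enzyme for full effect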
Numbers without * were called inactive.

Start of the data: the first five compounds (preview)
What do the screens show for `O=C(O)C1CCC(CNS(=O)(=O)c2ccc(Cl)cc2)CC1` (stereo not given)?
PfGluPho inh: 3; SENP8 inh: 8; MPTP inh: -0.6; hIAP activ: 0.98; GRIN3A LBD mod: 1; SENP1 inh: -2; ATG4B inh: -3; SENP6 inh: -10

What do the screens show for `CC(C)(C)c1ccc(-c2cc(-c3ccccc3O)[nH]n2)cc1`?
PfGluPho inh: 11; SENP8 inh: 12; MPTP inh: 2.2; hIAP activ: 1.6; GRIN3A LBD mod: 19*; SENP1 inh: 1; ATG4B inh: 4; SENP6 inh: 48

How did CCN(c1ccc(C(=O)CSc2nnc(C3CC3)n2C2CC2)cc1)S(C)(=O)=O do in these assays?
PfGluPho inh: 12; SENP8 inh: 1; MPTP inh: -0.6; hIAP activ: 1; GRIN3A LBD mod: 3; SENP1 inh: 3; ATG4B inh: 0; SENP6 inh: 8

What do the screens show for `O=S(=O)(NCCSc1ccc(Cl)cc1)c1ccc2c(c1)OCCO2`?
PfGluPho inh: -9; SENP8 inh: 20; MPTP inh: 3.6; hIAP activ: 0.98; GRIN3A LBD mod: -13; SENP1 inh: 2; ATG4B inh: -17; SENP6 inh: -28

What do the screens show for `O=S(=O)(NCc1nnnn1-c1ccc(F)cc1)c1ccc(F)cc1`?
PfGluPho inh: 0; SENP8 inh: 6; MPTP inh: 0.9; SENP1 inh: -3

Results (from the top)
What do the screens show for `O=C(O)C1CCC(CNS(=O)(=O)c2ccc(Cl)cc2)CC1` (stereo not given)?
PfGluPho inh: 3; SENP8 inh: 8; MPTP inh: -0.6; hIAP activ: 0.98; GRIN3A LBD mod: 1; SENP1 inh: -2; ATG4B inh: -3; SENP6 inh: -10

What do the screens show for `CC(C)(C)c1ccc(-c2cc(-c3ccccc3O)[nH]n2)cc1`?
PfGluPho inh: 11; SENP8 inh: 12; MPTP inh: 2.2; hIAP activ: 1.6; GRIN3A LBD mod: 19*; SENP1 inh: 1; ATG4B inh: 4; SENP6 inh: 48

How did CCN(c1ccc(C(=O)CSc2nnc(C3CC3)n2C2CC2)cc1)S(C)(=O)=O do in these assays?
PfGluPho inh: 12; SENP8 inh: 1; MPTP inh: -0.6; hIAP activ: 1; GRIN3A LBD mod: 3; SENP1 inh: 3; ATG4B inh: 0; SENP6 inh: 8

What do the screens show for `O=S(=O)(NCCSc1ccc(Cl)cc1)c1ccc2c(c1)OCCO2`?
PfGluPho inh: -9; SENP8 inh: 20; MPTP inh: 3.6; hIAP activ: 0.98; GRIN3A LBD mod: -13; SENP1 inh: 2; ATG4B inh: -17; SENP6 inh: -28

What do the screens show for `O=S(=O)(NCc1nnnn1-c1ccc(F)cc1)c1ccc(F)cc1`?
PfGluPho inh: 0; SENP8 inh: 6; MPTP inh: 0.9; SENP1 inh: -3

How did CN(CC(=O)Nc1cc(Cl)cc(Cl)c1)Cc1cccs1 do in these assays?
PfGluPho inh: -4; SENP8 inh: 4; MPTP inh: 0.1; hIAP activ: 0.97; GRIN3A LBD mod: -7; SENP1 inh: 0; ATG4B inh: 9; SENP6 inh: -2

What do the screens show for `CCc1noc(C)c1C(=O)OCC(=O)N(CC)c1c(N)n(Cc2ccccc2)c(=O)[nH]c1=O`?
PfGluPho inh: -12; SENP8 inh: 3; MPTP inh: -0.8; hIAP activ: 1.1; GRIN3A LBD mod: 0; SENP1 inh: 0; ATG4B inh: -3; SENP6 inh: -27

What do the screens show for `CC(=O)Nc1sc(C)c(C)c1C(=O)OCC(=O)NCc1ccccc1`?
PfGluPho inh: -4; SENP8 inh: -170; MPTP inh: 0.8; hIAP activ: 1.1; GRIN3A LBD mod: 1; SENP1 inh: -1; ATG4B inh: -3; SENP6 inh: -17

Results for Cc1nc2ccc(S(=O)(=O)N3CCCCC3)cc2s1 ?
PfGluPho inh: -19; SENP8 inh: 11; MPTP inh: 0.3; hIAP activ: 1.1; GRIN3A LBD mod: 3; SENP1 inh: -2; ATG4B inh: -2; SENP6 inh: 0

Results for CC(C)(C)c1ccc(OCCCC(=O)NNC(=O)c2ccccc2O)cc1 ?
PfGluPho inh: -34; SENP8 inh: -99; MPTP inh: 69*; hIAP activ: 1.7; SENP1 inh: -1; ATG4B inh: -1; SENP6 inh: -9

What do the screens show for `CCCn1c(N)c(Sc2ccccc2)c(=O)n(CCC)c1=O`?
PfGluPho inh: -9; SENP8 inh: 9; MPTP inh: -1.0; hIAP activ: 0.77; GRIN3A LBD mod: 0; SENP1 inh: 1; ATG4B inh: -5; SENP6 inh: -9

How did CC(C)(C)C(=O)Nc1nnc(CC(=O)NCc2ccccc2)s1 do in these assays?
PfGluPho inh: -16; SENP8 inh: -2; MPTP inh: -2.4; hIAP activ: 0.84; GRIN3A LBD mod: 0; SENP1 inh: 2; ATG4B inh: 2; SENP6 inh: 7

What do the screens show for `Cc1nc(-c2ccc(Cl)cc2)sc1C1(C)CC(c2cccc(F)c2)=NO1` (stereo not given)?
PfGluPho inh: 20; SENP8 inh: -49; MPTP inh: 0.5; hIAP activ: 0.92; GRIN3A LBD mod: -18; SENP1 inh: 1; ATG4B inh: -1; SENP6 inh: 9

How did Cc1ccc(-n2nnnc2CSc2nnc(-c3ccc(O)cc3)o2)cc1 do in these assays?
PfGluPho inh: -9; SENP8 inh: 4; MPTP inh: -1.0; hIAP activ: 1; GRIN3A LBD mod: -6; SENP1 inh: 6; ATG4B inh: -2; SENP6 inh: -12

How did Cc1[nH]n(-c2ccccc2)c(=O)c1N=Nc1ccccc1C(=O)O do in these assays?
PfGluPho inh: -16; SENP8 inh: 27; MPTP inh: -0.4; hIAP activ: 1; GRIN3A LBD mod: 0; SENP1 inh: 0; ATG4B inh: 12; SENP6 inh: 2

What do the screens show for `Fc1ccc(C(c2nnnn2Cc2cccs2)N2CCN(C3CCCCC3)CC2)cc1` (stereo not given)?
PfGluPho inh: -6; SENP8 inh: 11; MPTP inh: 3.5; hIAP activ: 0.94; GRIN3A LBD mod: 0; SENP1 inh: -5; ATG4B inh: -12; SENP6 inh: -14

What do the screens show for `NC(=O)COC(=O)c1ccc2noc(-c3ccccc3)c2c1`?
PfGluPho inh: -16; SENP8 inh: -30; MPTP inh: 0.5; hIAP activ: 1; GRIN3A LBD mod: 3; SENP1 inh: 0; ATG4B inh: -5; SENP6 inh: -16

How did CC1(C)CC(Cc2ccc(C(=O)c3ccccc3)cc2)N(C(=O)OC(C)(C)C)N1 (stereo not given) do in these assays?
PfGluPho inh: 2; SENP8 inh: -31; MPTP inh: 0.0; SENP1 inh: 2

What do the screens show for `COC(=O)/C(=C/c1ccc(OC)cc1)NC(=O)c1ccco1`?
PfGluPho inh: -7; SENP8 inh: 10; MPTP inh: -1.3; hIAP activ: 0.95; GRIN3A LBD mod: -2; SENP1 inh: -1; ATG4B inh: -4; SENP6 inh: -9

What do the screens show for `COc1ccccc1OCCCN1C(=O)C(=O)c2cccc(C)c21`?
PfGluPho inh: 16; SENP8 inh: 10; MPTP inh: 1.1; hIAP activ: 0.91; GRIN3A LBD mod: 0; SENP1 inh: 1; ATG4B inh: 2; SENP6 inh: 17

What do the screens show for `O=C(CC1SC(N2CCCCC2)=NC1=O)Nc1cccc(C(=O)N2CCCC(C(F)(F)F)C2)c1` (stereo not given)?
PfGluPho inh: -8; SENP8 inh: 18; MPTP inh: -1.0; GRIN3A LBD mod: 1; SENP1 inh: 1; ATG4B inh: -9

What do the screens show for `O=S(=O)(/N=S1/CC=CCN1S(=O)(=O)c1ccccc1)c1ccccc1` (stereo not given)?
PfGluPho inh: 57; SENP8 inh: 18; MPTP inh: -4.8; hIAP activ: 0.89; GRIN3A LBD mod: 1; SENP1 inh: 1; ATG4B inh: -9; SENP6 inh: -8

Results for O=C(NC(=S)NC1CCCCCCCCCCC1)c1cccnc1 ?
PfGluPho inh: 7; SENP8 inh: 15; MPTP inh: 0.4; hIAP activ: 0.79; GRIN3A LBD mod: -8; SENP1 inh: 2; ATG4B inh: 1; SENP6 inh: -6

What do the screens show for `COc1ccccc1NC(=O)N1CCCC1C(=O)NCc1ccccc1` (stereo not given)?
PfGluPho inh: -3; SENP8 inh: -6; MPTP inh: -0.4; hIAP activ: 1.1; GRIN3A LBD mod: 2; SENP1 inh: 0; ATG4B inh: -3; SENP6 inh: 7

Results for C[C@@H]1C(=O)O[C@H]2[C@H]1CC[C@@]1(C)C(=O)C=C[C@@](C)(O)[C@H]21 ?
PfGluPho inh: -14; SENP8 inh: 7; MPTP inh: -1.0; hIAP activ: 1.2; GRIN3A LBD mod: 0; SENP1 inh: -1; ATG4B inh: 4; SENP6 inh: -9

What do the screens show for `COCCn1c(C)cc(C2=NNC(=Nc3ccccc3F)SC2)c1C`?
PfGluPho inh: 40; SENP8 inh: 2; MPTP inh: 1.4; hIAP activ: 0.94; GRIN3A LBD mod: 3; SENP1 inh: -2; ATG4B inh: -1; SENP6 inh: 8

Results for Cc1cccc(OCC(=O)Nc2nnc(S(=O)(=O)N3CCCCC3)s2)c1 ?
PfGluPho inh: -14; SENP8 inh: -22; MPTP inh: 2.6; hIAP activ: 1.1; GRIN3A LBD mod: -5; SENP1 inh: 1; ATG4B inh: -6; SENP6 inh: 0

Results for C=CCn1c(C)cc(C(=O)COC(=O)COc2ccccc2C#N)c1C ?
PfGluPho inh: 21; SENP8 inh: -2; MPTP inh: -0.3; hIAP activ: 1.1; GRIN3A LBD mod: 3; SENP1 inh: 5; ATG4B inh: -10; SENP6 inh: -3

Results for CCCCn1c(N)c(N(CC(C)C)C(=O)c2ccc(N3C(=O)CCC3=O)cc2)c(=O)[nH]c1=O ?
PfGluPho inh: -8; SENP8 inh: -3; MPTP inh: 0.0; hIAP activ: 0.92; GRIN3A LBD mod: 0; SENP1 inh: -1; ATG4B inh: 1; SENP6 inh: -19

What do the screens show for `COc1cc2nc(SCc3c(C)noc3C)n(CCC3=CCCCC3)c(=O)c2cc1OC`?
PfGluPho inh: 14; SENP8 inh: 3; MPTP inh: 0.2; hIAP activ: 0.95; GRIN3A LBD mod: -31; SENP1 inh: 1; ATG4B inh: -5; SENP6 inh: -10

How did CCOC(=O)C(C)Oc1cccc2c(=O)n(CC(=O)NCc3ccc(F)cc3)ccc12 (stereo not given) do in these assays?
PfGluPho inh: -1; SENP8 inh: -157; MPTP inh: 1.7; hIAP activ: 1; GRIN3A LBD mod: -1; SENP1 inh: 0; ATG4B inh: 8; SENP6 inh: -15

How did CCOC(=O)C1=C(COC(=O)c2cccs2)NC(=O)NC1C (stereo not given) do in these assays?
PfGluPho inh: 3; SENP8 inh: 15; MPTP inh: -1.9; hIAP activ: 1.2; GRIN3A LBD mod: 2; SENP1 inh: 1; ATG4B inh: -14; SENP6 inh: -9

Results for CCCN(CCC)S(=O)(=O)c1ccc(NC(=O)Cc2cccs2)cc1 ?
PfGluPho inh: 16; SENP8 inh: 12; MPTP inh: 13; hIAP activ: 1; GRIN3A LBD mod: 0; SENP1 inh: -9; ATG4B inh: 19; SENP6 inh: 1

What do the screens show for `Cc1[nH]c2ccccc2c1CCNS(=O)(=O)c1ccc(S(N)(=O)=O)cc1`?
PfGluPho inh: -8; SENP8 inh: 10; MPTP inh: 0.6; hIAP activ: 1.1; GRIN3A LBD mod: 1; SENP1 inh: 0; ATG4B inh: 1; SENP6 inh: -14

How did N#CC1=CN(Cc2ccccc2)C=C(/C=N/Nc2ccccc2)C1 do in these assays?
PfGluPho inh: 10; SENP8 inh: -215; MPTP inh: 1.5; hIAP activ: 0.93; GRIN3A LBD mod: -3; SENP1 inh: -37; ATG4B inh: 10; SENP6 inh: -2
